Bcl-W Bim block: inhibitors of Bim binding to Bcl-W, primary screen, biochemical, multiplexed, bead-based flow cytometry | Bcl-2-like protein 2 (Homo sapiens), Q92843 | inhibition, % at 10 µM | Bim peptide-Bcl-W binding | AID 952, 2007 | 0.02% of 190,000 active;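 note: 0% = bound tracer without compound and 100% = peptide blocker; higher means less fluorescent Bim peptide bound to Bcl-W beads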
Target sequence (Q92843 whole entry, looked up): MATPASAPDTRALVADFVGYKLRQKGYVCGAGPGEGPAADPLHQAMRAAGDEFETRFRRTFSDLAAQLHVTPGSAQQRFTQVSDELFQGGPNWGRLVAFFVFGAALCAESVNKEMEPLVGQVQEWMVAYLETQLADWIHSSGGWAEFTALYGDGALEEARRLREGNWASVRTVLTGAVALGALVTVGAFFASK
Rab2A wt mod: modulators of GTP binding to Rab2A wildtype, primary screen, biochemical, dog, bead-based flow cytometry, multiplex. Ras-related protein Rab-2A (Canis lupus familiaris), P61105. GST-Rab2 wt beads, Bodipy-GTP binding. GTP binding activity, % at 10 µM. 0.19% of 190,000 active. AID 760, 2007;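 active = GTP binding activity at least 20 points away from 100%, either lowered or raised; inconclusive = signal likely due to the compound's own green fluorescence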;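 note: 0% = beads with excess unlabeled GTP and 100% = no-compound control corrected for plate trend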
HRas wt GTP: modulators of GTP binding to HRas wildtype, primary screen, biochemical, bead-based flow cytometry, multiplex | GST-Ras wt beads, Bodipy-FL-GTP binding; actives lie on both sides | AID 759, 2007 | GTP binding activity, % at 10 µM | 0.14% of 190,000 active;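 active = GTP binding activity at least 20% away from the 100% baseline, either lowered as inhibitor or raised as activator; inconclusive = flagged as likely green fluorescent, judged across all proteins in the well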;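 note: 0% = unlabeled GTP competition control and 100% = no-compound control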
Target sequence (P01112 whole entry, looked up): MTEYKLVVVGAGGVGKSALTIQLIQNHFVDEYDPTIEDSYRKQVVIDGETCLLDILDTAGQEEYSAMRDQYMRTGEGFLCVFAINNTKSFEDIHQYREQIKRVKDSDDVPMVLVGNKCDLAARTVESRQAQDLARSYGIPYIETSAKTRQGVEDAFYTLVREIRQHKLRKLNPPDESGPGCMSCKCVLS
Rac1 act GTP bind: GTP binding modulators of activated mutant Rac1, primary screen, biochemical, bead-based flow cytometry, multiplex, fluorescent GTP | GST-Rac1 activated beads; actives lie on both sides; 100% means binding = to untreated wells | percent activity (GTP binding), % at 10 µM | 0.11% of 190,000 active;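 active = GTP binding at least 20 percentage points away from the 100% baseline, in either direction, so actives lie on both sides; inconclusive = Compound likely fluorescent itself, or too few beads counted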
Cdc42 wt GTP: modulators of GTP binding to wildtype Cdc42, primary screen, biochemical, multiplex bead flow cytometry, Bodipy-GTP; percent activity (GTP binding), % at 10 µM; 0.2% of 190,000 active; GST-Cdc42 beads; actives lie on both sides; AID 761, 2007; Cell division control protein 42 homolog (Homo sapiens), P60953;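 active = percent activity GTP binding at least 20 points away from the 100% baseline, either down as inhibitor or up as activator; inconclusive = compound flagged as likely green fluorescent from well-wide comparison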;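 note: median bead fluorescence of bound Bodipy-FL-GTP at 100 nM; 0% = excess unlabeled GTP control and 100% = no compound control; below 100% means less GTP binding so inhibitor and above means activator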
Target sequence (P60953 whole entry, looked up): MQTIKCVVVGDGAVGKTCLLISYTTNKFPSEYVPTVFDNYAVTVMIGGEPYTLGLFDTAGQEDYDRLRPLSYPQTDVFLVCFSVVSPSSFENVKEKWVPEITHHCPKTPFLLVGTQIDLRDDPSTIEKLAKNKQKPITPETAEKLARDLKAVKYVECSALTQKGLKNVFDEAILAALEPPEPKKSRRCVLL
Bfl-1 Bim block: inhibitors of Bim binding to Bfl-1, primary screen, biochemical, multiplexed, bead-based flow cytometry. Bim-Bfl-1 binding inhibition. inhibition, % at 10 µM. 0.12% of 190,000 active;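 note: 0% = wells without compound plus tracer and 100% = blocker peptide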
Bim-Bcl-2: inhibitors of Bim-Bcl-2 binding, primary screen, biochemical, multiplexed, human Bcl-2 family; Apoptosis regulator Bcl-2 (Homo sapiens), P10415; Bead-based flow cytometry, Bim peptide-Bcl-2 binding; inhibition, % at 10 µM; 0.06% of 190,000 active; in the data active = inhibition above about 40%; inconclusive = no clear call, values can overlap the other calls;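 note: 0% = no compound wells with probe peptide and 100% = reference peptide inhibitor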
Rab7 wt GTP bind: modulators of GTP binding to Rab7, primary screen, biochemical, wildtype, multiplex bead flow cytometry; GTP binding activity (percent of control), % at 10 µM; GST-Rab7 beads, fluorescent GTP binding; actives lie on both sides; untreated = 100%, excess cold GTP = 0%; 0.055% of 190,000 active; Rab7 GTPase wild type (dog), Bodipy-FL-GTP binding;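 active = fluorescent GTP binding to Rab7 beads changed by at least 20 points from the 100% baseline, either direction, mostly lower; inconclusive = compound itself probably fluorescent, or too few beads counted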;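 note: median green fluorescence of bound Bodipy-FL-GTP per Rab7 bead population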
Rac1 wt modul: wildtype Rac1 GTP binding modulators, primary screen, biochemical, GST-Rac1 beads, flow cytometry, multiplex; GTP binding activity (% of control), % at 10 µM; fluorescent GTP binding; actives lie on both sides; 0 = cold GTP competed, 100 = untreated; Ras-related C3 botulinum toxin substrate 1 (Homo sapiens), P63000; 0.27% of 190,000 active;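 active = GTP binding activity at least 20 points away from the 100% control level, either lower or higher; inconclusive = compound flagged as likely green fluorescent, judged across all proteins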
Bcl-B Bim block: inhibitors of Bim-Bcl-B binding, primary screen, biochemical, multiplexed, human Bcl-2 family. Bcl-2-like protein 10 (Homo sapiens), Q9HD36. bead-based flow cytometry, Bim peptide-Bcl-B binding. inhibition, % at 10 µM. 0.073% of 190,000 active. AID 951, 2007;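 note: 0% = tracer peptide without compound and 100% = reference inhibitor peptide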
Target sequence (Q9HD36 whole entry, looked up): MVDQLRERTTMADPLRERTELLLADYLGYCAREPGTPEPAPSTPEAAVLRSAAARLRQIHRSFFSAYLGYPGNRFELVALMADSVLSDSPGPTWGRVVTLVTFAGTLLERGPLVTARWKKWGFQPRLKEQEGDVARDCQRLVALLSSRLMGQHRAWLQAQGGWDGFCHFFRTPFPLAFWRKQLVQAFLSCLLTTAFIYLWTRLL
Bim-Bcl-XL: inhibitors of Bim-Bcl-XL binding, primary screen, biochemical, multiplexed, bead flow cytometry, human Bcl-XL; Bcl-2-like protein 1 (Homo sapiens), Q07817; Bim peptide-Bcl-XL binding, fluorescence; inhibition, % at 10 µM; 0.04% of 190,000 active
Target sequence (Q07817 whole entry, looked up): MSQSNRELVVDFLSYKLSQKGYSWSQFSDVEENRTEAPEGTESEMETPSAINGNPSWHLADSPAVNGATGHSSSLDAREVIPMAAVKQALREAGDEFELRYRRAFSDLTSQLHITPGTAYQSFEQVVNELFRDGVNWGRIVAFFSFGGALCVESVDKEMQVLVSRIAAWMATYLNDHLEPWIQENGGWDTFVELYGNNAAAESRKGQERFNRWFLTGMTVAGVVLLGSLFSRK
The depositor's hits bear a star; ? = inconclusive. Cut-off read from the data, not from the text of the source, unless noted: active = inhibition above about 40%.

cpd	smiles	Bcl-W Bim block	Rab2A wt mod	HRas wt GTP	Rac1 act GTP bind	Cdc42 wt GTP	Bfl-1 Bim block
1	O=C(Cn1nnc(-c2ccc(Cl)cc2)n1)NCCC1=CCCCC1	-6	98	99	99	102	-13
2	Cc1nn(Cc2ccccc2)c(C)c1NC(=O)CCCn1nc(C)c([N+](=O)[O-])c1C	-4	97	101	99	101	-13
3	CCCCSCc1nc2ccccn2c1Br	0	98	97	99	100	-2
4	O=C(O)/C=C/C(=O)Nc1ccccc1C(=O)OCC(=O)c1ccc2c(c1)OCCO2	-2	95	94	93	93	-2
5	Cc1ccc(N/N=C(\Cc2nc3ccccc3[nH]2)c2ccccc2)cc1	0	101	102	103	102	-6
6	COc1ccc(OC)c(-n2c(C)ccc2-c2ccc(S(C)(=O)=O)cc2)c1	4	97	100	97	101	0
7	O=C(Nc1ccn(Cc2ccccc2F)n1)c1ccc(COc2ccccc2Cl)cc1	0	99	101	99	102	-12
8	Cc1cc(-c2csc(N)n2)c(C)n1Cc1ccccc1	-1	99	99	97	98	3

cpd	Bim-Bcl-2	Rab7 wt GTP bind	Rac1 wt modul	Bcl-B Bim block	Bim-Bcl-XL
1	-8	99	106	-7	-5
2	-11	104	103	-11	-6
3	0	96	96	-3	-1
4	0	95	92	-1	-2
5	-4	101	106	-11	-5
6	-6	98	101	-3	0
7	-4	98	103	-7	-1
8	2	101	99	-2	-1

The results go on.
cpd	smiles	Bcl-W Bim block	Rab2A wt mod	HRas wt GTP	Rac1 act GTP bind	Cdc42 wt GTP	Bfl-1 Bim block
9	COc1ccc(/C=C/C(=O)ONC2=NCCCCC2)cc1OC	-2	99	96	98	98	-4
10	CC1=C(C)C(=O)N(CCC(=O)O)C1=O	2	108	106	104	106	-9
11	COc1ccc(S(=O)(=O)NC(C(C)C)C(C)C)cc1OC	-3	96	98	99	100	-16
12	CS(=O)(=O)c1ccc2nc(NC(=O)CC3CCCC3)sc2c1	2	98	100	97	96	-9
13	CC(C)NC(=S)N1CCC(Cc2ccccc2)CC1	0	99	100	97	97	-2
14	CCOC(=O)c1cnc2c(C)c(-c3ccccc3)[nH]n2c1=O	-1	95	96	94	96	-22
15	CCOC(=O)CN(C(=O)CSc1nnc2c(n1)[nH]c1ccc(OC)cc12)c1ccc(F)cc1	6	?	?	?	?	-12
16	COc1cc(C(=O)NCCCNc2nc3cc(C)c(C)cc3cc2C#N)cc(OC)c1OC	1	105	102	97	104	-4

cpd	Bim-Bcl-2	Rab7 wt GTP bind	Rac1 wt modul	Bcl-B Bim block	Bim-Bcl-XL
9	0	102	103	-2	-1
10	-8	104	111	-7	-5
11	-13	95	101	-1	-2
12	-9	100	98	-10	-7
13	1	108	97	-8	2
14	-15	100	99	-7	-7
15	-4	?	?	3	6
16	-3	104	102	-7	0

An excerpt from above in order of molar mass, low to high:
cpd	smiles	Bcl-W Bim block	Rab2A wt mod	HRas wt GTP	Rac1 act GTP bind	Cdc42 wt GTP	Bfl-1 Bim block
10	CC1=C(C)C(=O)N(CCC(=O)O)C1=O	2	108	106	104	106	-9
8	Cc1cc(-c2csc(N)n2)c(C)n1Cc1ccccc1	-1	99	99	97	98	3
14	CCOC(=O)c1cnc2c(C)c(-c3ccccc3)[nH]n2c1=O	-1	95	96	94	96	-22
3	CCCCSCc1nc2ccccn2c1Br	0	98	97	99	100	-2
11	COc1ccc(S(=O)(=O)NC(C(C)C)C(C)C)cc1OC	-3	96	98	99	100	-16
12	CS(=O)(=O)c1ccc2nc(NC(=O)CC3CCCC3)sc2c1	2	98	100	97	96	-9
5	Cc1ccc(N/N=C(\Cc2nc3ccccc3[nH]2)c2ccccc2)cc1	0	101	102	103	102	-6
4	O=C(O)/C=C/C(=O)Nc1ccccc1C(=O)OCC(=O)c1ccc2c(c1)OCCO2	-2	95	94	93	93	-2
7	O=C(Nc1ccn(Cc2ccccc2F)n1)c1ccc(COc2ccccc2Cl)cc1	0	99	101	99	102	-12
16	COc1cc(C(=O)NCCCNc2nc3cc(C)c(C)cc3cc2C#N)cc(OC)c1OC	1	105	102	97	104	-4

cpd	Bim-Bcl-2	Rab7 wt GTP bind	Rac1 wt modul	Bcl-B Bim block	Bim-Bcl-XL
10	-8	104	111	-7	-5
8	2	101	99	-2	-1
14	-15	100	99	-7	-7
3	0	96	96	-3	-1
11	-13	95	101	-1	-2
12	-9	100	98	-10	-7
5	-4	101	106	-11	-5
4	0	95	92	-1	-2
7	-4	98	103	-7	-1
16	-3	104	102	-7	0

cpd	smiles	Bcl-W Bim block	Rab2A wt mod	HRas wt GTP	Rac1 act GTP bind	Cdc42 wt GTP	Bfl-1 Bim block
15	CCOC(=O)CN(C(=O)CSc1nnc2c(n1)[nH]c1ccc(OC)cc12)c1ccc(F)cc1	6	?	?	?	?	-12

cpd	Bim-Bcl-2	Rab7 wt GTP bind	Rac1 wt modul	Bcl-B Bim block	Bim-Bcl-XL
15	-4	?	?	3	6

Next structures follow.
cpd	smiles	Bcl-W Bim block	Rab2A wt mod	HRas wt GTP	Rac1 act GTP bind	Cdc42 wt GTP	Bfl-1 Bim block
17	Cc1ccc2[nH]c(=O)c(CN(CC3CCCO3)C(=S)Nc3ccccc3)cc2c1 (stereo not given)	-4	101	104	103	102	0
18	COc1ccccc1N1CCN(CC(=O)NCC2CCCO2)CC1 (stereo not given)	0	97	97	94	96	1
19	CC(=O)n1nc(-c2ccc(C)cc2)nc1NCc1ccco1	-4	99	100	97	102	-2
20	CCOc1cc(/C=N/NC(=O)C(C)Sc2ccccc2)ccc1O (stereo not given)	6	88	89	90	86	3
21	COc1ccccc1N(C)S(=O)(=O)c1ccc(C(=O)OCC(=O)N2CCC2)cc1	1	97	98	95	93	-1
22	Cc1ccc(C(=O)CSc2nc3ccccc3c(=O)[nH]2)cc1C	-2	92	92	92	90	3
23	COCCN(C(=O)CN1CCN(S(=O)(=O)c2ccc(F)cc2)CC1)c1c(N)n(Cc2ccccc2)c(=O)[nH]c1=O	-2	101	100	100	101	0
24	O=C(O)c1ccc(N2C(=O)/C(=C/C=C/c3ccccc3)SC2=S)cc1	-1	97	98	97	100	-7

cpd	Bim-Bcl-2	Rab7 wt GTP bind	Rac1 wt modul	Bcl-B Bim block	Bim-Bcl-XL
17	-2	98	105	-6	-3
18	-38	98	97	3	-9
19	0	104	98	-1	0
20	2	92	78*	6	8
21	-2	97	99	0	-2
22	-5	100	91	0	-2
23	-8	97	102	-4	-4
24	0	99	102	-5	-3

Later entries:
cpd	smiles	Bcl-W Bim block	Rab2A wt mod	HRas wt GTP	Rac1 act GTP bind	Cdc42 wt GTP	Bfl-1 Bim block
25	O=C(Nc1ccc(F)c(Cl)c1)NC1CC1	-1	98	97	95	95	-6
26	CCCCP(=O)(CCCC)c1ccccc1C(=O)O	1	93	93	94	96	3
27	COCCCNC(=O)CSc1c2c(nc3ccc(Cl)cc13)CCCC2	0	101	100	94	98	-2
28	Nc1nonc1-c1nc2ccccc2n1Cc1ccc(F)cc1Cl	-2	99	100	97	100	-3
29	Nc1c(Cl)ncnc1N1CCCC1	-2	102	101	97	95	-8
30	Cc1noc(NS(=O)(=O)c2ccc(NC(=O)CCC3CCCC3)cc2)c1C	1	101	104	102	104	-15
31	CCC(=O)c1cc2c(cc1NC(=O)c1ccc(C)cc1)OCCO2	0	99	104	99	108	-9
32	Cc1nc2n(COCCO)cnn2c(=O)c1Br	-3	101	100	98	102	-4

cpd	Bim-Bcl-2	Rab7 wt GTP bind	Rac1 wt modul	Bcl-B Bim block	Bim-Bcl-XL
25	-6	98	96	-3	-5
26	3	92	95	0	-3
27	0	105	99	0	-2
28	-4	105	100	-1	-1
29	0	106	100	-5	-3
30	-8	101	105	-6	0
31	-3	98	110	-7	-11
32	-3	102	99	-4	-2

Further entries
cpd	smiles	Bcl-W Bim block	Rab2A wt mod	HRas wt GTP	Rac1 act GTP bind	Cdc42 wt GTP	Bfl-1 Bim block
33	NNC(=O)c1ccc(COc2ccc3c(c2)CCC3)cc1	-4	95	98	98	101	-10
34	O=C(c1ccc(Cl)cc1[N+](=O)[O-])N1CCN(c2ccccn2)CC1	-2	99	98	98	96	-3
35	CC(C)(C)c1ccc(/C=C/C(=O)NC2=NCCS2)cc1	5	98	99	98	99	-7
36	COc1ccc(N2C(=O)CSC(c3ccccc3)C2=O)cc1 (stereo not given)	1	102	99	97	96	-1
37	N#CCCN(Cc1ccccc1)C(=S)Nc1ccccc1	-4	101	101	100	99	0
38	COC(=O)c1ccc(C(=O)NC(=S)Nc2ccc3nc(SC)sc3c2)cc1	-16	98	101	100	101	-4
39	COc1ccc(N(CC(=O)NCCc2ccc(Cl)cc2)S(=O)(=O)c2c(C)[nH]c(=O)[nH]c2=O)cc1	-8	89	88	90	87	3
40	COc1ccc(S(=O)(=O)NCC(c2cccnc2)N2CCN(C)CC2)cc1C (stereo not given)	-3	99	99	100	101	0

cpd	Bim-Bcl-2	Rab7 wt GTP bind	Rac1 wt modul	Bcl-B Bim block	Bim-Bcl-XL
33	-6	102	108	-11	-6
34	-1	103	98	-3	-2
35	-1	98	99	-4	-2
36	0	109	105	-5	0
37	0	99	106	-6	-8
38	-9	102	105	-19	-16
39	2	95	85	-3	-5
40	0	98	104	-1	-3

New compounds follow.
cpd	smiles	Bcl-W Bim block	Rab2A wt mod	HRas wt GTP	Rac1 act GTP bind	Cdc42 wt GTP	Bfl-1 Bim block
41	COc1ccc(-c2cnnn2-c2ccc(N)cc2)cc1OC	0	106	107	104	105	-7
42	CC(C(=O)Nc1cccnc1)N1C(=O)c2ccccc2C1=O (stereo not given)	-1	100	100	101	99	0
43	COc1ccc(OC)c(C2C3=C(CC(C)(C)CC3=O)Nc3nnnn32)c1 (stereo not given)	-6	102	102	100	101	-17
44	CCOc1ccc(C=Nc2cccc3ncccc23)cc1	-3	96	94	91	93	12
45	O=C(CCSCCC(=O)Nc1ccccc1F)Nc1ccccc1F	-3	102	104	102	102	-3

cpd	Bim-Bcl-2	Rab7 wt GTP bind	Rac1 wt modul	Bcl-B Bim block	Bim-Bcl-XL
41	-4	104	107	-6	-4
42	2	98	99	-1	0
43	-4	102	104	-10	-7
44	17	101	96	4	-2
45	-1	98	104	-6	-1

Bioassay records as filed in PubChem BioAssay.
